USP1-UAF1 inh = USP1/UAF1 (human) deubiquitinase inhibition | O94782 | recombinant USP1/UAF1, Ub-Rhodamine cleavage fluorescence | Potency, µM (top dose mostly 57.1 µM), for inactives: top-dose activity change, negative = inhibition, usual class: inhibitors | hit rate 0.23% among 390,000 | AID 743255; note: potency is the fitted concentration of half-maximal effect; % is set by controls: 0 for no effect and ±100 for the full control effect; nearly all actives have a fitted effect of over 60% in size; inactives centre near -12
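In this screen, compounds sit with the deubiquitinase complex (1nM) for 15 min at room temperature before Ub-Rho is added at 150nM final. Fluorescence rise is then followed for 6 reads every 60 seconds.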
D2 agonist = D2 dopamine receptor (human) agonism | P14416 | HEK293 T-REx D2 cells, calcium flux agonist mode | activation, % at 2 µM | hit rate 0.53% among 340,000 | AID 485358;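 active = activation over 3 SD above normal in the single-dose calcium agonist read, cut at about 30% in these data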; note: 0% is about no effect
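In this primary screen, compounds producing a positive calcium signal within 180 s of addition to tetracycline-induced, force-coupled HEK293 Trex D2 cells are flagged; cells are dye-loaded with a no-wash calcium kit beforehand.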
TrxR1 substrate = is turned over as a substrate by rat TrxR1. O89049. purified TrxR1 substrate turnover, NADPH consumption readout. Potency, µM (highest dose often 114 µM), without a hit: at the highest dose activity change, negative = substrate turnover. hit rate 0.01% among 390,000; note: potency is the fitted concentration of half-maximal effect; % is set by controls: 0 for no effect and ±100 for the full control effect; nearly all actives have a fitted effect of over 50% in size
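Rat TrxR1, dispensed at 90 nM, was prereduced with 400 uM NADPH (final) for 5 min at ~22 deg C, then incubated with compound 15 min before 400 uM selenite. A first-read NADPH fluorescence drop versus no-compound background flagged substrates.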
TRHR PAM = allosteric enhancers of human TRH receptor. P34981. TRHR cells, fluo-8 calcium fluorescence, EC20 TRH enhancement. enhancement, % at 2 µM. hit rate 0.66% among 360,000; in the data active = enhancement above about 30%; note: 0% is about no effect
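TRHR-expressing cells loaded with fluo-8 calcium dye were read kinetically (ex 480/em 530) during compound addition, then stimulated with an EC20 of TRH (10 nM final). Enhancement of the Gq-mediated intracellular calcium response was scored.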
D2 antagonist = antagonists of human D2 dopamine receptor; P14416; HEK293 TREx D2 cells, calcium flux, dopamine EC80; inhibition, % at 10 µM; hit rate 2% among 340,000; in the data active = inhibition above about 30%; note: 0% is about no effect
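Read-out: kinetic calcium fluorescence (1 cycle/s) in inducible HEK293 T-REx D2 cells after an EC80 dopamine addition that followed 180 s compound preincubation. Loss of the dopamine response indicates antagonism.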
IDH1 R132H inh = inhibitors of human mutant IDH1 R132H; O75874; IDH1-R132H enzyme, NADPH consumption, diaphorase/resazurin fluorescence; Potency, µM (titrated, usually from 76.6 µM), without a hit: top-dose activity change, negative = inhibition, hits mostly inhibitors; hit rate 0.093% among 390,000; note: potency is the fitted concentration of half-maximal effect; % is set by controls: 0 for no effect and ±100 for the full control effect; nearly all actives have a fitted effect of over 65% in size
Target sequence (O75874 whole entry R132H, stated change not applied): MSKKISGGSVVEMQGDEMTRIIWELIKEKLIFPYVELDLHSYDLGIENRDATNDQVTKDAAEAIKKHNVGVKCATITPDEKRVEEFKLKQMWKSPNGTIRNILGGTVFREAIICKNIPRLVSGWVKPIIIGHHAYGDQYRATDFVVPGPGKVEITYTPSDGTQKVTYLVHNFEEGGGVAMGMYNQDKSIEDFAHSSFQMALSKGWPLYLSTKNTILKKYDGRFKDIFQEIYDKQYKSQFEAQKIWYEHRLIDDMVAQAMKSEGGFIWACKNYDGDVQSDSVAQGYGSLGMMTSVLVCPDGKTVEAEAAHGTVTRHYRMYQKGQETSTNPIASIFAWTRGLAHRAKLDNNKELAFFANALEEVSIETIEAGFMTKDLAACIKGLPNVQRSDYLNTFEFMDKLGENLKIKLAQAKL
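IDH1-R132H (0.5 ug/mL dispensed) in pH 7.5 Tris buffer was preincubated 30 min with compound, then given a substrate mix of 0.016 mM NADPH and 2 mM alpha-KG for 80 min at room temperature; remaining NADPH was read by diaphorase/resazurin fluorescence.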
TRHR agonist = activates the human TRH receptor; P34981; TRHR cells, calcium flux fluo-8, FDSS agonist mode; activation, % at 2 µM; hit rate 0.18% among 360,000; in the data active = activation above about 30%; note: 0% is about no effect
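Steps: seed TRHR cells overnight; add fluo-8 no-wash Ca dye, RT 30 min–1.5 h; record 10 s baseline; pin-transfer compounds; monitor fluorescence 1 cycle/s for the agonist window. Calcium increases flag candidate agonists.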
rTrxR1 inhibitor = blocks rat thioredoxin reductase 1 | recombinant rTrxR1, NADPH fluorescence consumption, selenite substrate | Potency, µM (series often up to 114 µM), without a hit: at the top dose activity change, negative = inhibition, actives largely listed as inhibitors | AID 588453 | O89049 | hit rate 1% among 390,000; note: potency is the fitted concentration of half-maximal effect; % is set by controls: 0 for no effect and ±100 for the full control effect; nearly all actives have a fitted effect of over 65% in size
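Rat TrxR1 (90 nM in the dispensed reagent) was pre-reduced with 400 uM NADPH for 5 min at room temperature, then incubated with compound for 15 min. After 400 uM selenite was added, NADPH fluorescence (Ex 340/Em 450 nm) was followed for 8 min.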
PI4K2A inh = inhibitors of human PI4K2A; purified PI4K2A, ADP-Glo luminescence, 1 h; hits give low values; activity change, negative = inhibition, % at 76.9 µM; hit rate 0.13% among 420,000; AID 1346378; in the data active = activity change below about -50%; inconclusive = mostly about -30% to -49%;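 note: -100% = wells without enzyme as full effect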
Target sequence (Q9BTU6 whole entry, looked up): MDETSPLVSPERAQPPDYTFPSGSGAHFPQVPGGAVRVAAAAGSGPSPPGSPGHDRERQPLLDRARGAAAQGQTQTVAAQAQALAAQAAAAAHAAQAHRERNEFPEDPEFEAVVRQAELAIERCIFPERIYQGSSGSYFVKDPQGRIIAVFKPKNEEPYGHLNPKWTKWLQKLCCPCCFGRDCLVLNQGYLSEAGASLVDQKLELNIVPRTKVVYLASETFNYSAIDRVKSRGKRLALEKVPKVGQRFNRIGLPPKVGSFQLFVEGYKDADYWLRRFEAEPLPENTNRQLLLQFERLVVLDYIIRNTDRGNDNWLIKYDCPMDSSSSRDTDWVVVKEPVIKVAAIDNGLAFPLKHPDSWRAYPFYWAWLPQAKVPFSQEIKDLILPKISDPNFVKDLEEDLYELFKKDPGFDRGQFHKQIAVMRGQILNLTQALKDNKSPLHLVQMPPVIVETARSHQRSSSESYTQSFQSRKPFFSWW
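In this quantitative HTS, ADP production by PI4K2A was quantified luminescently after 1 h at ambient temperature; 100 microM adenosine served as plate-quality control.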
* marks the source's active call; other numbers are inactive results; ? = inconclusive; · = not tested or not shown; & = joins results of further samples; [ ] = another dose, or the depositor's remark. Unless noted, calls come from the whole dose curve; as a rule, active = well fitted inhibition curve with a large enough effect; inconclusive = small, poorly fitted or top-dose-only effect; inactive = no such curve, though single readings can be large or run the other way. An excerpt. The share of hits here may be higher or lower than overall.

entry	structure	USP1-UAF1 inh	D2 agonist	TrxR1 substrate	TRHR PAM	D2 antagonist
1	Cc1nc2ccccc2c(=O)n1-c1ccc(Cl)c(Cl)c1	-25%	1.0	-2%	-2	-3
2	CN1CCc2nc3sc(C#N)c(N)c3c(-c3cccs3)c2C1	-10%	0.7	-7%	-1	-6
3	O=C(Nc1ccccc1C(F)(F)F)c1cccn(Cc2ccccc2)c1=O	-26%	0.6	-3%[57.1 µM]	0	·
4	COc1ccccc1N1CCNCC1	9%	-2.0	11%[57.1 µM]	2	14
5	COc1cc(C(=O)NN=Cc2ccc(N(CCCl)CCCl)cc2)cc(OC)c1OC	-13%	·	14%[57.1 µM]	·	·
6	COC(=O)C1=C(c2ccc(C(C)=O)cc2)C[C@@H]2CC[C@H]1N2C	-19%	-0.1	7%[57.1 µM]	1	-9
7	Cc1ccccc1[N+](=O)[O-]	-14%	1.0	12%	-1	1
8	Clc1ccc2sc(C3CCNCC3)nc2c1	-17%	-0.7	10%[57.1 µM]	3	-8
9	Cc1ccc(-n2c(O)c(/C=N/NC(=O)c3ccncc3)c(=O)[nH]c2=O)cc1	-2%	-0.2	-16%	-10	-8
10	O=c1[nH]c(=O)n(CCc2ccccc2)c(O)c1C=NCCN1CCNCC1	-15%	0.6	2%	11	-19

entry	IDH1 R132H inh	TRHR agonist	rTrxR1 inhibitor	PI4K2A inh
1	-7%	-0.6	22%	0
2	4%	15	-14%	-14
3	-7%	0.5	7%[57.1 µM]	-4
4	9%	0.3	?	3&-3&-1
5	-1%	·	19%[57.1 µM]	2
6	9%	0.0	19%[57.1 µM]	0
7	5%	0.4	29%	-3
8	-4%	1.3	15%	9
9	-2%	1.0	-14%	-4
10	0%	-0.8	-4%	15

Remaining list, next part:
entry	structure	USP1-UAF1 inh	D2 agonist	TrxR1 substrate	TRHR PAM	D2 antagonist
11	Cc1[nH]c2ccc(OCc3ccccc3)cc2c1CCN	-18%	6.0	5%	1	-5
12	COC(=O)C1=C(c2ccc(F)cc2F)C[C@@H]2CC[C@H]1N2C(=O)NCCCOC(C)C	-23%	-0.1	6%	4	-7
13	Cc1ccc(Sc2ccc(C=C3C(=O)N(C)C(=O)N(C)C3=O)o2)cc1	-3%	-0.4	8%[57.1 µM]	10	0
14	CC(=O)C1C(=O)NC23CCCCC2C1c1ccccc1O3 (stereo unspecified)	?	0.3	4%	1	13
15	Cc1c(Cl)cccc1NC(=S)N1CC2CC(C1)c1cccc(=O)n1C2 (stereo unspecified)	-13%	0.5	-1%	-6	-1
16	CCCCCC[N+](=O)[O-]	-5%	0.0	4%	0	3
17	Cc1ccc(C)c(NC(=S)NCCc2cnc[nH]2)c1	2%	-1.4	-2%[57.1 µM]	-3	-6
18	CC(NCc1cccc(Cl)c1Cl)C(O)c1ccccc1 (stereo unspecified)	-17%	-1.1	19%	-1	4
19	CN(C)CCNC(=O)c1cccn(Cc2cc(C(F)(F)F)cc(C(F)(F)F)c2)c1=O	-7%	0.2	34%[57.1 µM]	-4	2
20	COc1ccc(CC(C)NCCc2ccc(OC)c(OC)c2)cc1 (stereo unspecified)	0%	-1.2	4%[57.1 µM]	-4	1

entry	IDH1 R132H inh	TRHR agonist	rTrxR1 inhibitor	PI4K2A inh
11	-1%	0.2	10%	0
12	-6%	-0.1	16%	1
13	-10%	-0.2	?	-4
14	0%	0.2	-1%	0
15	3%	0.2	4%	-5
16	4%	-0.2	9%	-2
17	1%	-0.8	18%	2
18	12%	0.4	42%	-3
19	7%	1.7	15%[57.1 µM]	-4
20	14%	0.1	1%[57.1 µM]	-1

Some of these compounds in order of SMILES length, falling:
entry	structure	USP1-UAF1 inh	D2 agonist	TrxR1 substrate	TRHR PAM	D2 antagonist
19	CN(C)CCNC(=O)c1cccn(Cc2cc(C(F)(F)F)cc(C(F)(F)F)c2)c1=O	-7%	0.2	34%[57.1 µM]	-4	2
9	Cc1ccc(-n2c(O)c(/C=N/NC(=O)c3ccncc3)c(=O)[nH]c2=O)cc1	-2%	-0.2	-16%	-10	-8
13	Cc1ccc(Sc2ccc(C=C3C(=O)N(C)C(=O)N(C)C3=O)o2)cc1	-3%	-0.4	8%[57.1 µM]	10	0
10	O=c1[nH]c(=O)n(CCc2ccccc2)c(O)c1C=NCCN1CCNCC1	-15%	0.6	2%	11	-19
15	Cc1c(Cl)cccc1NC(=S)N1CC2CC(C1)c1cccc(=O)n1C2 (stereo unspecified)	-13%	0.5	-1%	-6	-1
3	O=C(Nc1ccccc1C(F)(F)F)c1cccn(Cc2ccccc2)c1=O	-26%	0.6	-3%[57.1 µM]	0	·
2	CN1CCc2nc3sc(C#N)c(N)c3c(-c3cccs3)c2C1	-10%	0.7	-7%	-1	-6
14	CC(=O)C1C(=O)NC23CCCCC2C1c1ccccc1O3 (stereo unspecified)	?	0.3	4%	1	13
11	Cc1[nH]c2ccc(OCc3ccccc3)cc2c1CCN	-18%	6.0	5%	1	-5
8	Clc1ccc2sc(C3CCNCC3)nc2c1	-17%	-0.7	10%[57.1 µM]	3	-8
16	CCCCCC[N+](=O)[O-]	-5%	0.0	4%	0	3

entry	IDH1 R132H inh	TRHR agonist	rTrxR1 inhibitor	PI4K2A inh
19	7%	1.7	15%[57.1 µM]	-4
9	-2%	1.0	-14%	-4
13	-10%	-0.2	?	-4
10	0%	-0.8	-4%	15
15	3%	0.2	4%	-5
3	-7%	0.5	7%[57.1 µM]	-4
2	4%	15	-14%	-14
14	0%	0.2	-1%	0
11	-1%	0.2	10%	0
8	-4%	1.3	15%	9
16	4%	-0.2	9%	-2

Later entries:
entry	structure	USP1-UAF1 inh	D2 agonist	TrxR1 substrate	TRHR PAM	D2 antagonist
21	O=c1oc2ccccc2c(O)c1[C@H]1c2ccc(O)cc2Oc2c1c(=O)oc1ccccc21	-18%	-0.6	-4%	-1	-9
22	COc1ccc2nc3oc(C(=O)N4CCC5(CC4)OCCO5)cc3cc2c1	-11%	0.0	39%[activator]	15	-13
23	O=c1[nH]c2c(c(=O)n1C1CCCCC1)CCC2	-10%	-0.7	10%	11	-8
24	Clc1ccc(CNCCc2ccc3c(c2)OCO3)cc1	-16%	6.7	0%	-5	12
25	COc1ccc(Cn2c(N)c(C(=O)NCc3ccco3)c3nc4ccccc4nc32)cc1	-6%	0.1	37%[activator]	10	22
26	O=C1NC(=O)C(CCc2ccncc2)(CCc2ccncc2)C(=O)N1Cc1ccc(F)cc1	-2%	0.2	6%[11.4 µM]	-1	1
27	Cc1ccccc1N1C(=O)NC(=O)/C(=C\c2cc(C)n(C)c2C)C1=O	-9%	-0.8	-4%	8	19
28	CCCCCCn1c(=O)c(C(=O)Nc2cnccn2)c(O)c2ccccc21	6%	-1.1	6%[57.1 µM]	13	-25
29	CN1C(=O)/C(=C\c2ccc(Br)s2)C(=O)NC1=S	-23%	0.4	-5%	0	-2
30	Cc1cccc(Cn2cc(C=O)c3ccccc32)c1	-25%	-0.5	1%	-2	-24

entry	IDH1 R132H inh	TRHR agonist	rTrxR1 inhibitor	PI4K2A inh
21	12%	0.6	-34%	3
22	-6%	-0.5	-29%	-1
23	4%	-2.4	21%	7
24	-3%	0.5	?	6
25	1%	0.6	-26%	6
26	12%	0.2	17%[11.4 µM]	4
27	0%	0.0	-13%	1
28	6%	0.0	16%[57.1 µM]	1
29	0%	3.9	3.2µM*	-17
30	-7%	-0.7	15%	-3

(listing goes on)
entry	structure	USP1-UAF1 inh	D2 agonist	TrxR1 substrate	TRHR PAM	D2 antagonist
31	Cc1cc(C)cc(NC(=O)Cn2c(=O)oc3cc(S(=O)(=O)N4CC(C)CC(C)C4)ccc32)c1 (stereo unspecified)	?	·	3%	-10	·
32	c1nc2nc3c(c(N4CCNCC4)n2n1)CCCC3	-1%	-0.5	-18%	0	-6
33	O=C(CNC(=O)c1ccc(Br)cc1)Nc1ccc(Br)cc1C(=O)c1ccccc1	-14%	-1.5	-2%	3	13
34	CCc1ccc(-n2c(SC(CC)C(=O)N(CC)CC)nc3n[nH]c(C)c3c2=N)cc1 (stereo unspecified)	-12%	-0.3	3%[57.1 µM]	-1	·
35	CCOC(=O)N1CCC(NC(=O)CCc2nc(C3=CCN(C)CC3)no2)CC1	-16%&-9%	-1.0	-3%[57.1 µM]	-5	-3
36	CC12C(C(=O)O)C1(c1ccccc1)C2C(=O)O (stereo unspecified)	-5%	·	10%[57.1 µM]	·	·
37	CCOC(=O)CC(SP1(=S)OCC2(CCCCO2)C(C2CCCCO2)O1)C(=O)OCC (stereo unspecified)	-5%	·	-6%	·	·
38	Cc1ccc(S(=O)(=O)N(C)CCCC(=O)N2CCN(c3ccccn3)CC2)cc1	10%	-0.1	7%[57.1 µM]	0	-10
39	CCC1C2Cc3ccc(O)cc3C1(CC)CCN2C (stereo unspecified)	-4%	·	7%[11.4 µM]	·	·
40	C[N+](C)(C)CC#CCOC(=O)Nc1cccc(Cl)c1	-27%	·	13%[57.1 µM]	·	·
41	CC1CCCC(C)N1/N=C/c1c[nH]c2ccc(Br)cc12 (stereo unspecified)	-23%	·	-12%	1	·
42	C=CCn1c(O)c(C(C)=NCCc2ccccc2)c(=O)[nH]c1=O	-16%	3.8	9%	-7	-17

entry	IDH1 R132H inh	TRHR agonist	rTrxR1 inhibitor	PI4K2A inh
31	-3%	0.6	26%	2
32	-3%	-0.1	-35%	0
33	10%	0.2	37%[activator]	6
34	?	-0.7	19%[57.1 µM]	0
35	2%&12%	1.0	6%[11.4 µM]	0&7
36	7%	·	6%[11.4 µM]	2
37	-1%	·	14%	-7
38	2%	-2.5	-17%	-5
39	4%	·	15%[11.4 µM]	2
40	-12%	·	2.7µM*	0&-1
41	5%	0.9	-8%	0
42	1%	0.7	15%	-2
